# M. tuberculosis – growth inhibition of non-replicating M. tuberculosis (AID 488890); Mycobacterium tuberculosis non-replicating, growth inhibition; higher % means a stronger effect; inhibition, % at 25 µM, or IC50 in µM where a hit was titrated; 0.39% of 320,000 active; in the data active means a potency from the dose series; inconclusive means inhibition mostly from about 82% at the one dose, without a potency; inactive means the rest, 99 in 100 with inhibition below about 76%;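 further: plate controls were DMSO cells for no effect and high antibiotic wells for full effect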
# VEEV TC-83 Vero – inhibitors of VEEV TC-83 cytopathic effect, confirmation, Vero cells (AID 588727); one-dose inhibition, % at 20 µM; IC50 in µM for titrated hits; Vero cells, VEEV TC-83 cytopathic effect inhibition; higher % means a stronger effect; 0.13% of 350,000 active; in the data active means a potency from the dose series; inconclusive means inhibition mostly from about 14% at the one dose, without a potency; inactive means the rest, 99 in 100 with inhibition below about 12%; further: strong numbers were not always called active
# H1N1 NS1A inhibition – NS1A inhibition, H1N1 influenza, cell based functional assay (AID 504329). 0.3% of 340,000 active. NS1A functional cell-based assay, percent inhibition; higher % means a stronger effect. inhibition, % at 12.5 µM; hits with a dose series show IC50 in µM; in the data active means a potency from the dose series; inconclusive means inhibition above about 27% without an active follow-up result; further: strong numbers were not always called active
# PhoP GFP inhibition – PhoP regulon inhibitors, Salmonella typhi PhoP promoter GFP reporter, confirmatory (AID 1850) | inhibition, % at 50 µM; hits with a dose series show IC50 in µM | Salmonella Typhi PhoP-promoter GFP reporter, fluorescence, 4 h; higher % means a stronger effect | 0.33% of 310,000 active; in the data active means a potency from the dose series; inconclusive means inhibition mostly from about 25% at the one dose, without a potency; inactive means the rest, 99 in 100 with inhibition below about 19%;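 further: 0% = induced wells with vehicle and 100% = uninduced wells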
# M. tuberculosis HTS – M. tuberculosis growth inhibition, HTS (AID 449762) | M. tuberculosis H37Rv growth inhibition, 7H9 media; higher % means a stronger effect | inhibition, % at 25 µM; hits with a dose series show IC50 in µM | 0.59% of 330,000 active; in the data active means a potency from the dose series; inconclusive means inhibition above about 70% without an active follow-up result;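 further: bacterial growth assessed after seven days of incubation; strong numbers were not always called active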
# VEEV TC-83 Vero 10K pilot screen – further read-out of VEEV TC-83 Vero, marked with its call; inhibition, %; measured here: 10K pilot screen inhibition
# Numbers without * were called inactive; i = inactive; ? = inconclusive; / = not tested or not shown; & = joins results of further samples.
SMILES,M. tuberculosis,VEEV TC-83 Vero,H1N1 NS1A inhibition,PhoP GFP inhibition,M. tuberculosis HTS,others
Cc1ccc(/C=C(\NC(=O)c2ccccc2)C(=O)NCCc2ccccn2)o1,-11%,0.7%,-7%,-4%,-14%,
CCOc1cc(N2CCOCC2)c(OCC)cc1NC(C)C(=O)N1CCC(C)CC1 (configuration not stated),48%,3.6%,5%,-6%,-7%,
COc1ccccc1OCCNC(=O)c1cccc(S(=O)(=O)N2CC(C)OC(C)C2)c1 (configuration not stated),10%,6.1%,-8%,-7%,2%,
Cc1ccc(S(=O)(=O)N2CCN(CC(=O)NC3CCCc4ccccc43)CC2)cc1C (configuration not stated),20%,4.4%,0%&3%,-6%,-5%,
Cc1ccc(/C=C/C(=O)NN2CCN(C)CC2)cc1,3%,6.1%,-10%,2%,4%,
COC(=O)C1=C(C)N(CCCC(=O)O)C(=O)NC1c1ccc(Cl)cc1 (configuration not stated),4%,i,-7%,2%,-2%,
COc1ccc(CCNC(=O)c2ccc3c(c2)NC(=O)C(CSCc2cc(C)ccc2C)N3)cc1OC (configuration not stated),72%,/,/,3%,4%,
COc1ccccc1-c1c(C)nn2c(N3CCOCC3)cc(C)nc12,7%,4.9%,-4%,-3%,6%,
COC(=O)C(NC(=O)c1c(C)nn(C)c1Cl)c1ccccc1 (configuration not stated),-2%,0.2%,-4%,7%,0%,
CCOc1cc(/C=C/c2cccc[n+]2C)ccc1O,-5%,i,-4%,10%,-4%,
CCc1sc(NC(=O)c2cc3ccccc3oc2=O)nc1-c1cccs1,?,1.0%,9%,-3%,67%,
COc1ccc(OCC2CNC(=O)O2)cc1 (configuration not stated),3%,1.5%,-12%,-5%,0%,
COc1ccccc1N1CCN(C(=O)c2onc(C)c2Cl)CC1,-10%,i,-110%,-6%,-4%,VEEV TC-83 Vero 10K pilot screen=1.0
CCOC(=O)CNC(=O)c1nn(-c2ccc(OCC)cc2)c(=O)c2ccccc12,69%,3.5%,-4%,13%,?,
CN(C(=O)c1c(Cl)cnn1C)C12CC3CC(CC(C3)C1)C2,-6%,0.7%,-1%,-11%,12%,
CC1Cc2cc(/C=C3/SC(=S)NC3=O)ccc2O1 (configuration not stated),3µM*,1.4%,-18%,-2%,2%,
CCCCN1C=CC(=C2C(=O)c3ccccc3C2=O)C=C1,0%,0.5%,10%,5%,-1%,
COc1ccc(NC(=O)CN2C(=O)NC(C)(C3CC3)C2=O)cc1S(=O)(=O)N1CCOCC1 (configuration not stated),5%,i,-9%,/,12%,
O=C(CCn1c(=O)oc2ccccc21)NCCCN1CCN(c2ccc(F)cc2)CC1,14%,i,-19%,9%,3%,
COc1ccc(CN2C(=O)C(Cc3ccccc3)Nc3ncnc(N4CCN(c5ccccc5)CC4)c32)cc1 (configuration not stated),34%,0.3%,7%,-7%,4%,
CCn1c(SCc2nc3ccccc3[nH]2)nnc1-c1cccs1,9%,1.6%,9%,-11%,-10%,
C[C@H](NC(=O)OC(C)(C)C)C(=O)N/N=C/c1cccc2nccnc12,28%,1.8%,-21%,-2%,3%,
O=C(Nc1ccccc1)c1nc2ccccc2s1,?,0.3%,2%,-3%,24%,
CC1(C)C2CCC1(C)C(OC(=O)C[n+]1ccccc1N)C2 (configuration not stated),-5%,i,-11%,-13%,3%,

# Sorted by count of non-hydrogen atoms (highest first): 5 of the compounds above.
SMILES,M. tuberculosis,VEEV TC-83 Vero,H1N1 NS1A inhibition,PhoP GFP inhibition,M. tuberculosis HTS,others
CCOc1cc(N2CCOCC2)c(OCC)cc1NC(C)C(=O)N1CCC(C)CC1 (configuration not stated),48%,3.6%,5%,-6%,-7%,
Cc1ccc(/C=C(\NC(=O)c2ccccc2)C(=O)NCCc2ccccn2)o1,-11%,0.7%,-7%,-4%,-14%,
C[C@H](NC(=O)OC(C)(C)C)C(=O)N/N=C/c1cccc2nccnc12,28%,1.8%,-21%,-2%,3%,
COc1ccccc1N1CCN(C(=O)c2onc(C)c2Cl)CC1,-10%,i,-110%,-6%,-4%,VEEV TC-83 Vero 10K pilot screen=1.0
O=C(Nc1ccccc1)c1nc2ccccc2s1,?,0.3%,2%,-3%,24%,

# New compounds follow
SMILES,M. tuberculosis,VEEV TC-83 Vero,H1N1 NS1A inhibition,PhoP GFP inhibition,M. tuberculosis HTS,others
COc1ccc(NS(=O)(=O)c2ccc(N3CCOCC3)c(NC(=O)c3ccccc3Br)c2)cc1,2%,1.7%,12%,-21%,-6%,
NC(=O)c1ccc[n+](CC(=O)NCc2ccc(Cl)cc2)c1,-12%,1.1%,-18%,4%,-4%,
Cc1ccc(-c2nn(CC(=O)NCc3ccco3)c(=O)c3ccccc23)cc1,18%,i,-17%,-5%,19%,
COc1cc(OC)cc(C2=NCCN2)c1,-4%,0.1%,-20%,9%,0%,
COc1ccc(NC(=O)C#Cc2ccccc2)cc1OC,60%,1.1%,23%,-6%,7%,
CCN(CC)S(=O)(=O)c1ccc(OC)c(NC(=O)COc2ccc3c(C)cc(=O)oc3c2)c1,-13%,0.9%,2%,-5%,17%,
COc1ccc(S(=O)(=O)N2CCN(C(=O)CCCN3C(=O)NC4(CCCC4)C3=O)CC2)cc1,/,1.6%,-12%,/,/,
CCCOc1ccc(/C(O)=C2/C(=O)C(=O)N(CCCn3ccnc3)C2c2ccc(C)o2)cc1 (configuration not stated),16%,0.2%,4%,5%,-2%,
Cc1ccc(/C(O)=C2\C(=O)C(=O)N(CC(C)O)C2c2ccccn2)cc1 (configuration not stated),-5%,1.9%,-1%,3%,-3%,
O=C(Nc1cc(C(F)(F)F)ccc1-n1cncn1)c1cn2ccccc2n1,-13%,9.8%,-6%,/,1%,
CCOC(=O)c1c(NC(=O)CSc2nnc(C)s2)sc2c1CCC(CC)C2 (configuration not stated),18%,2.2%,3%,2%,-2%,
COc1ccc(Cl)cc1S(=O)(=O)N1CCC(C(=O)NC2CC2)CC1,-9%,4.6%,-1%,0%,0%,

# Looked up by structure from the list above:
SMILES,M. tuberculosis,VEEV TC-83 Vero,H1N1 NS1A inhibition,PhoP GFP inhibition,M. tuberculosis HTS,others
COc1ccc(Cl)cc1S(=O)(=O)N1CCC(C(=O)NC2CC2)CC1,-9%,4.6%,-1%,0%,0%,
Cc1ccc(-c2nn(CC(=O)NCc3ccco3)c(=O)c3ccccc23)cc1,18%,i,-17%,-5%,19%,
CCOC(=O)c1c(NC(=O)CSc2nnc(C)s2)sc2c1CCC(CC)C2 (configuration not stated),18%,2.2%,3%,2%,-2%,
CCN(CC)S(=O)(=O)c1ccc(OC)c(NC(=O)COc2ccc3c(C)cc(=O)oc3c2)c1,-13%,0.9%,2%,-5%,17%,
COc1cc(OC)cc(C2=NCCN2)c1,-4%,0.1%,-20%,9%,0%,

# Continuation:
SMILES,M. tuberculosis,VEEV TC-83 Vero,H1N1 NS1A inhibition,PhoP GFP inhibition,M. tuberculosis HTS,others
O=C(COc1cc(F)ccc1[N+](=O)[O-])NCC1CCCO1 (configuration not stated),1%,4.1%,-6%,/,-3%,
NC(=O)Cc1ccc2sc(-c3ccccc3)nc2c1,/,0.6%,12%,/,/,VEEV TC-83 Vero 10K pilot screen=1.9
O=C(CN1CCCCCC1)Nc1nc2ccccc2s1,/,0.3%,-10%,/,/,
O=S(=O)(c1ccc(NC(=S)Nc2ccc(OC(F)F)cc2)cc1)N1CCOCC1,?,i,4%,-2%,2%,
O=C(CSc1nc2ccccc2o1)c1cc2ccccc2oc1=O,40%,0.6%,9%,49%,4%,
CCC(CO)Oc1cc(NCc2ccc(Cl)cc2Cl)c2ncn(C(C)C)c2c1 (configuration not stated),50%,8.3%,16%,/,18%,
CCOc1cc(C(=O)NC(=S)Nc2cccnc2)cc(OCC)c1OCC,66%,11%,0%,-4%,15%,
Cn1cc[nH]c1=S,/,0.3%,-1%,3%,/,
O=C(Nc1ccnn1C1CCN(Cc2cccc(OCCO)c2)CC1)C1CC1,5%,i,18%,-5%,-4%,
COc1ccc(C2/C=C\CN(S(=O)(=O)c3ccc(-c4ccccc4)cc3)CC(=O)N2Cc2ccc(F)cc2)cc1 (configuration not stated),/,i,-15%,/,/,
COC(=O)c1ccc(Nc2c([N+](=O)[O-])c(=O)oc3ccccc23)cc1,16%,i,-1%,15%,18%,
COc1ccc(-n2c(C)c(C(C)=O)c(C(C)=O)c2C)cc1,4%,1.9%,0%,-9%,8%,
O=C(O)c1cc2nc3c(c(C(F)(F)F)n2n1)CCc1ccccc1-3,-2%,6.0%,5%,-4%,3%,
COc1ccc(OC)c(N(CC(=O)Nc2cccnc2)S(C)(=O)=O)c1,-4%,i,0%,9%,-5%,
COC(=O)CNC(=O)c1sc2ncn(CC(=O)Nc3ccc(C)c(Cl)c3)c(=O)c2c1C,30%,1.9%,5%,-5%,7%,
N#CC(C#N)=C(Nc1ccccc1)c1ccccc1,2%,0.6%,-8%,-9%,7%,
CC(=O)Oc1ccc2ccc3ccc(C(C)=O)cc3c2c1,/,3.4%,-9%,/,/,
CC(C)Cn1c(SCC(=O)Nc2cc(Cl)c(Cl)cc2Cl)nc(O)cc1=O,-10%,2.3%,-9%,-1%,-1%,
COc1ccc(C(=O)Nc2nc(C)cs2)cc1S(=O)(=O)N1CCCC1,12%,10%,-3%,8%,7%,
CC(=O)c1ccc(OCCCC(=O)Nc2cc(S(=O)(=O)N3CCCCC3)ccc2C)cc1,/,5.4%,-4%,/,/,
Cc1ccc(C(=O)N/C(=C\c2cccs2)C(=O)NCCCN2CCOCC2)cc1,8%,0.2%,3%,9%,-9%,
CN(Cc1ccccc1)C(=O)c1cccc(NC(=O)Cc2ccc(NC(=O)C3CCCN(C(=O)C4CCC4)C3)cc2)c1 (configuration not stated),/,i,-20%,/,/,
Cc1cc2c(cc1S(=O)(=O)NCc1ccccc1)OCC(=O)N2,27%,0.4%,1%,11%,-13%,VEEV TC-83 Vero 10K pilot screen=0.5
COc1ccc(CNc2nc3c(c(=O)[nH]c(=O)n3C)n2Cc2ccccc2C)cc1,-3%,2.4%,-5%,/,-1%,
CC(Oc1ccc(Cl)cc1Cl)C(=O)NC(=S)N1CCc2ccccc21 (configuration not stated),?,1.2%,0%,-2%,?,
O=[N+]([O-])c1cccc2c(S(=O)(=O)N3CCOCC3)cccc12,53%,0.7%,-24%,2%,6%,
COc1ccc(CCNC(=O)CN(c2ccc(C)cc2)S(=O)(=O)c2c(C)noc2C)cc1OC,10%,1.6%,-1%,9%,4%,
CCN(CC)S(=O)(=O)c1ccc(O)c(NS(=O)(=O)c2ccccc2F)c1,-10%,1.1%,-6%,-7%,-10%,

# Bioassay records from PubChem.
